High-throughput results deposited in PubChem by several laboratories.
Hep lipid drop: hepatic lipid droplet formation modulation. inhibition, % at 6.5 µM. AML12 mouse hepatocytes, oleate lipid droplets, BODIPY imaging. 240,000 tested, 0.4% active;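 active = lipid droplet intensity inhibited by at least 50%, with more than 500 cells counted; inconclusive = wells with under 300 cells, treated as cytotoxic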
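Material: mouse AML12 hepatocyte cell line, fixed after treatment; Timing: compound with oleate, overnight; Technique: high-content imaging of BODIPY-stained droplets and DAPI nuclei; Probe or stimulus: oleate, 100 µM final; Dosing: compound at 6.5 µM only.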
Ins promoter up: MIN6 insulin promoter up-regulation. MIN6 insulin promoter-GFP reporter, high-content imaging; active compounds read high. z-score at 5 µM. 190,000 tested, 0.3% active. AID 1625;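 active = z-score above 3 at 5 µM with at least 500 cells counted in the well; inconclusive = wells under 500 cells, flagged as cytotoxic or low count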
Autophagy HCS: alters autophagy in cells | MEF GFP-LC3 puncta imaging; test concentration mostly 10 µM | 190,000 tested, 0.98% active | calls only at 10 µM (by protocol);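 active = percentage of spot-positive cells more than 3 SD above its plate mean, without a fluorescence outlier flag or 80% toxicity; inconclusive = no clear call, values can overlap the other calls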;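 also: spot-positive cell cutoff set from DMSO-treated cells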
MT stabilizer: microtubule stabilization, imaging screen. HeLa tubulin immunostaining HCS, 24 h; share of cells brighter than vehicle mean+2SD. % tubulin-high responders, % at 10 µM. 200,000 tested, 0.83% active. AID 2205;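 active = plate Z-score above 3 for both tubulin-high and condensed-nucleus cell shares, with cell loss under 80%, at 10 µM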;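 also: anti alpha tubulin signal scored within the nucleus-defined area of each cell; some results filed as inactive read as strong as hits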
b-catenin transl: alters nuclear translocation of beta-catenin in HeLa cells; immunofluorescence imaging; nuclear translocation activity, % at 5 µM; 190,000 tested, 0.3% active; AID 1665;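 active = nuclear translocation activity above 50% at 5 µM, with a well cell count of 50 or more; inconclusive = wells under 50 cells across six images, flagged as toxic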;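 also: per-cell ratio of nuclear to cytoplasmic median beta-catenin stain intensity; plate controls were DMSO negative control for no effect and GSK-3 inhibitor IX positive control for full effect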
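Test system: HeLa cells, endogenous beta-catenin; Compound: single 5 µM dose plus 0.02–20 µM confirmation series; Times: compound exposure 24 h at 37°C; Signal: fluorescence imaging of beta-catenin antibody stain plus DAPI; Read-out: % activation, nuclear-to-cytoplasmic median beta-catenin signal ratio per cell.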
T cell HTS: modulates CD8 T cell binding to vesicles. 330,000 tested, 0.068% active. 2C CD8+ T cell-vesicle binding, flow cytometry; active compounds read low. AID 2052. calls only at 7 µM;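 active = response, share of CD8 T cells binding vesicles, and their 90th percentile fluorescence all below set limits, cut at about 80% in these data, passing the limit was not always enough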
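Benchmarks: naked versus QL9-loaded vesicles / Assay system: purified 2C TCR transgenic mouse naive CD8+ T cells / Technique: high-throughput flow cytometry with anti-B7-1 and anti-CD8 staining / Timing: Cell–vesicle co-incubation 1.5 h at 37 °C, staining 20 min on ice / Read-out: percent CD8+ FL2 mean versus row control / Probe or stimulus: QL9-loaded Drosophila micro-vesicles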
Myeloid diff 2: promotes myeloid progenitor differentiation. ER-HoxA9 myeloid progenitors, lysozyme-GFP differentiation, flow cytometry. calls only at 10 µM. 360,000 tested, 1% active;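 active = normalized GFP-positive differentiation at or above the plate's own cutoff, the solvent-only control mean plus 3 SD; inconclusive = no clear call, values can overlap the other calls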;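 also: cells exposed to compound for four days before flow analysis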
West Nile antiviral: inhibition of WNV-induced cytopathic effect – cell-based, CPE readout (AID 1621); West Nile virus-infected cells, CPE inhibition; higher % means a stronger effect; CPE inhibition, % at 10 µM, or IC50 in µM where a hit was titrated; 290,000 tested, 0.02% active; in the data active = a potency from the dose series; inconclusive = CPE inhibition mostly from about 3.7% at the one dose, without a potency; inactive = the rest, 99 in 100 with CPE inhibition below about 2.2%; also: strong numbers were not always called active
WT yeast gro inh: growth inhibition of WT yeast, mitochondrial fusion screen; mitochondrial fusion phenotypic screen, WT strain; inhibition, % at 10 µM; 190,000 tested, 2.1% active; AID 1362; in the data active = inhibition above about 58%; tested in S. cerevisiae
WT yeast gro inh mutant strain: second read-out of WT yeast gro inh, no call of its own (marks repeat the call); inhibition, %; mitochondrial fusion phenotypic screen, mutant strain inhibition
Ins promoter up cell count: second read-out of Ins promoter up, no call of its own (marks repeat the call); cell count; measured here: cytotoxicity, nuclei count;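 total cells summed across four imaged fields per well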
Hep lipid drop cells 6.5 µM: recorded beside Hep lipid drop, whose call it bears; cell count; measured here: cell count, cytotoxicity flag;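 cells counted across two imaged fields per well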
b-catenin transl cell count 5 µM: also measured in b-catenin transl; calls as there; cell count; measured here: cell count, cytotoxicity flag
T cell HTS vesicle-bound %: also measured in T cell HTS; calls as there; double positive events, %; measured here: CD8+ vesicle-bound cell fraction;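 binding gate set so that unloaded-vesicle control wells show 10% double positive cells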
MT stabilizer Hoechst-high %: further read-out of MT stabilizer, marked with its call; % Hoechst-high responders; measured here: nuclear condensation Hoechst responders;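 share of cells brighter than vehicle mean plus two SD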
MT stabilizer cytotoxicity %: recorded beside MT stabilizer, whose call it bears; toxicity, %; measured here: cytotoxicity by cell density;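 0% = mean cell density of plate MIN control wells and 100% = no cells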
Autophagy HCS cell loss 18 h: second read-out of Autophagy HCS, no call of its own (marks repeat the call); toxicity, %; measured here: cell loss, nuclei count;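 cell loss after 18 h compound exposure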
Myeloid diff 2 GFP+ MAC1+ %: also measured in Myeloid diff 2; calls as there; GFP+ MAC1+ double positive, %; measured here: differentiation confirmed by MAC1 staining
* hit, by the source's call; i = inactive; ? = inconclusive; · = not tested or not shown. Rows were taken by chance, and some 3.9% of all compounds hit somewhere here.

SMILES	Hep lipid drop	Hep lipid drop cells 6.5 µM	Ins promoter up	Ins promoter up cell count	Autophagy HCS	Autophagy HCS cell loss 18 h	MT stabilizer	MT stabilizer Hoechst-high %	MT stabilizer cytotoxicity %	b-catenin transl	b-catenin transl cell count 5 µM	T cell HTS	T cell HTS vesicle-bound %	Myeloid diff 2	Myeloid diff 2 GFP+ MAC1+ %	West Nile antiviral	WT yeast gro inh	WT yeast gro inh mutant strain
CN(C)CCCN(C(=O)COc1ccccc1)c1nc2ccc(Cl)cc2s1	4.8	699	0.28	1213	i	32.1	2.3	1.0	3.3	3.3	997	i	24.1	i	0.2	1.3%	25.6	24.1
O=C(COC(=O)Cc1ccc(Cl)cc1Cl)NCCC1=CCCCC1	-2.8	592	-0.08	1420	i	12.9	1.7	1.3	4.4	-4.9	547	i	27.0	i	0.3	-0.5%	-8.7	-3.6
Cc1ccc(CC(NC(=O)c2ccccc2)C(=O)NC(C)C(=O)O)cc1 (stereo not drawn)	0.1	767	-0.37	859	i	-4.0	2.1	1.3	4.1	·	·	i	7.6	i	0.7	0.7%	23.3	12.7
O=C(Cn1c2[n+](c3ccccc31)CC(O)CS2)c1ccccc1 (stereo not drawn)	19.8	747	·	·	i	-4.3	3.0	2.5	12.5	-1.1	1008	i	4.7	i	0.2	-0.8%	-17.5	-4.1
Cc1nc(CCNC(=O)CC2C(=O)NCCN2CC(C)C)nc2c1CCC2 (stereo not drawn)	39.9	665	·	·	·	·	·	·	·	·	·	i	5.4	i	3.3	0.5%	·	·
CC1CN(C(=O)COC(=O)c2cc([N+](=O)[O-])ccc2Cl)CC(C)O1 (stereo not drawn)	2.3	685	-0.2	1289	i	5.0	5.8	1.5	8.5	-0.7	1062	i	20.9	i	0.2	-0.2%	-9.7	-5.5
Cc1cc(=O)oc2c(C)c(OCC(=O)NCCCN3CCOCC3)ccc12	-24.8	526	·	·	·	·	·	·	·	·	·	i	15.5	i	6.1	-0.2%	·	·
COc1ccc(CCC(=O)N(C)CC(=O)Nc2cc(C)ccc2C)cc1	-3.1	654	-0.77	1264	i	0.8	2.7	2.1	6.7	0.4	1059	i	8.1	i	0.6	-1.0%	-9.3	12.2
CCc1nc(N2CCCC2C(=O)O)c2oc3ccccc3c2n1 (stereo not drawn)	·	·	-0.26	1080	i	14.3	4.9	2.5	11.7	2.0	758	i	43.7	i	0.5	-0.1%	-9.2	-15.4
O=C(Nc1ccc(S(=O)(=O)Nc2ncccn2)cc1)c1cccc(S(=O)(=O)N2CCCC2)c1	1.1	625	0.92	1007	·	·	·	·	·	3.6	1329	i	53.5	i	0.3	0.4%	·	·
Cc1ccc(C(=O)NCCc2cc3ccc(C)c(C)c3[nH]c2=O)cc1[N+](=O)[O-]	-11.6	568	0.06	1283	i	-1.7	5.7	3.7	5.5	-0.7	996	i	1.7	i	0.8	-0.3%	-8.2	-1.7
CCOc1ccc2nc(SCC(=O)Nc3ccc4c(c3)OCCO4)[nH]c2c1	-3.0	745	-0.77	952	i	0.2	4.7	1.9	5.3	-3.3	1227	i	67.2	i	3.5	0.1%	·	·
CC(C)(C)c1cc(CCC(=O)NCc2cccnc2)cc(C(C)(C)C)c1O	-2.4	692	·	·	·	·	·	·	·	·	·	i	24.3	i	0.7	-0.8%	·	·
O=C1Nc2ccccc2C(=O)N2[C@H](c3cccc(Br)c3)[C@@H]3C(=O)N(Cc4ccccc4)C(=O)[C@@H]3[C@H]12	-8.9	750	·	·	·	·	·	·	·	·	·	i	15.9	i	1.3	-0.5%	·	·
COc1ccc(-c2nnc(SCC(=O)N3CCCCC3)o2)cc1	9.3	841	·	·	·	·	·	·	·	·	·	i	13.6	i	0.7	-0.9%	·	·
O=c1cc[nH]c2cc(C(F)(F)F)ccc12	·	·	-0.19	1543	i	11.6	9.8	3.0	10.6	-1.8	1340	i	9.8	i	1.3	0.9%	21.1	24.4
Cc1ccc(N(CC(=O)N2CCN(C3CCCCC3)CC2)S(=O)(=O)c2cccnc2)cc1	·	·	0.48	984	i	-1.0	2.9	3.2	5.5	-0.4	841	i	12.9	i	0.2	-0.5%	-1.2	-5.5
COc1ccc(NC(=O)C(=O)Nc2cccc3cccnc23)c(OC)c1	9.6	804	·	·	·	·	·	·	·	·	·	i	18.2	i	0.5	-0.5%	·	·
Cc1ccc(C2CC(c3cccs3)=NN2C(=O)CSc2nc3ccccc3o2)cc1 (stereo not drawn)	35.3	518	0.24	1396	i	19.6	2.0	2.2	15.5	3.1	1042	i	38.5	i	0.4	-0.9%	15.6	10.6
COc1ccccc1NC(=O)CSc1nnc(Cn2cnc3ccccc32)o1	0.6	683	·	·	i	31.7	3.2	1.8	7.5	0.1	1541	i	49.2	i	0.5	0.4%	-15.5	-12.0
CC(C)(C)NCC1(CO)SC(N)=NC1=O (stereo not drawn)	·	·	0.97	987	i	-18.8	1.3	1.2	4.5	-3.4	1157	i	36.1	i	1.3	0.4%	5.7	-5.0
COc1ccc2nc(SCC(=O)N3CCNC3=O)[nH]c2c1	·	·	0.6	1439	i	-1.9	5.7	2.1	3.7	-0.5	960	i	47.3	i	1.3	-0.5%	-13.8	-27.6
O=C1c2oc3ccccc3c(=O)c2C(c2cccc(F)c2)N1CCCO (stereo not drawn)	·	·	0.55	1025	i	-5.1	4.1	2.3	8.4	-2.0	1171	i	61.4	i	0.4	0.0%	-20.2	-2.0
O=C(c1ccccc1)N(Cc1ccc(F)cc1)Cc1nc2ccccc2c(=O)[nH]1	-72.3	684	-0.65	1023	i	-7.8	3.4	2.8	10.8	-1.3	1219	i	32.1	i	9.5	-0.4%	-10.8	13.6
CCCCC(=O)Nc1ccc(Br)cn1	7.7	739	·	·	i	-3.7	1.6	2.0	8.7	·	·	i	54.2	i	0.6	-0.1%	-13.3	-10.5
COc1ccc2c(c1)c(=O)oc1cc(O)ccc12	7.0	715	-0.03	1330	i	-11.4	7.1	1.7	2.9	-2.7	1052	i	43.9	i	3.0	-0.4%	7.9	1.3
C=C(C)CSc1nnc(CCCCCNC(=O)OC(C)(C)C)o1	12.0	734	-0.42	1081	·	·	·	·	·	-0.1	1288	i	57.2	i	0.4	-0.5%	·	·
COc1ccc(CCn2c(C)nc3c(c(=O)c4ccccc4n3C)c2=O)cc1	-17.0	608	0.07	1335	i	9.8	2.2	2.1	7.4	-4.2	566	i	30.6	i	0.3	-0.5%	15.6	2.3
O=C(NCc1ccncc1)C(=O)NCC1OCCN1S(=O)(=O)c1cc(F)ccc1F (stereo not drawn)	-48.7	643	·	·	·	·	·	·	·	·	·	i	36.8	i	1.7	1.1%	·	·
COc1cc(OC)cc(C(=O)Nn2cc(C(=O)Nc3c(F)cccc3F)c3ccccc3c2=O)c1	9.8	713	0.2	1304	i	11.7	3.1	1.6	2.2	6.0	586	i	3.2	i	1.1	-1.4%	13.9	10.2
O=C(Nc1cccc(-c2nnc(-c3ccccc3)o2)c1)C1CCCCC1	20.3	734	·	·	i	-4.6	2.4	1.6	5.3	0.0	1033	i	21.7	?	·	-0.4%	-2.2	-3.2
O=[N+]([O-])c1ccc(C(O)CN2CCN(C/C=C/c3ccccc3)CC2)cc1 (stereo not drawn)	-33.0	787	·	·	·	·	·	·	·	·	·	i	40.4	i	0.8	-1.6%	·	·
CCO[C@@H]1OC(C(=O)N2CCN(C)CC2)=C[C@H](C2CCCCC2)[C@H]1CCCO	8.2	747	0.52	1364	i	-0.3	2.7	1.1	8.0	0.9	1103	·	·	i	1.2	-0.2%	-2.6	-1.8
O=C(O)c1cccc(NC(=O)c2ccc3c(c2)C(=O)N(c2cccc([N+](=O)[O-])c2)C3=O)c1	3.9	839	·	·	·	·	·	·	·	·	·	i	17.4	i	0.3	-0.3%	·	·
CCC(CC)NC(=O)/C=C/c1ccccc1Cl	8.7	714	-0.78	1333	i	11.7	5.2	4.1	6.2	·	·	i	32.5	i	0.6	-1.0%	-8.0	-14.0
CCOc1ccc(C(=O)N/N=C/c2ccc(SC)cc2)cc1	2.0	703	-0.73	1373	i	-11.7	2.6	2.3	0.1	·	·	i	51.2	i	0.8	-0.6%	10.8	17.1
CC(=O)c1ccc(N2CCN(C(=O)c3nn(Cc4ccccc4)c(=O)c4ccccc34)CC2)cc1	-6.6	648	-1.5	1250	i	-7.7	2.3	1.8	2.1	-1.0	1121	i	22.0	i	0.3	-0.8%	21.9	8.6
Cc1c(NC(=O)C(C)Sc2ncnc3ccccc23)c(=O)n(-c2ccccc2)n1C (stereo not drawn)	-13.4	636	0.17	1269	i	6.4	3.5	2.1	7.3	-0.7	1042	i	21.4	i	0.2	-0.7%	1.0	-0.4
